BLM inh – Bloom syndrome helicase (human) inhibition | recombinant BLM DNA unwinding, fluorescence dequenching | AID 2528 | P54132 | Potency, µM (top dose mostly 56.1 µM), for the others: top-dose activity change, negative = inhibition, most hits filed as inhibitors | hit rate 0.2% among 350,000;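 note: plate controls were vehicle for no effect and no enzyme for full effect; nearly all actives have a fitted effect of over 35% in size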
JMJD2A Tudor – blocks the human JMJD2A Tudor domain; O75164; AlphaScreen JMJD2A-Tudor / H3K4me3 peptide binding; Potency, µM (doses to about 114 µM), inactives show at the highest dose activity change, negative = inhibition, usual class: inhibitors; hit rate 4.4% among 390,000; AID 504339; note: % is set by controls: 0 for no effect and ±100 for the full control effect; nearly all actives have a fitted effect of over 50% in size
Tb PGK inh – inhibitors of T. brucei phosphoglycerate kinase | P07378 | PGK/GAPDH coupled, Kinase-Glo luminescence, 60 min | Potency, µM (doses to about 57.5 µM), inactives show at the top dose activity change, negative = inhibition, most hits filed as inhibitors | hit rate 0.043% among 380,000 | AID 602233; note: % is set by controls: 0 for no effect and ±100 for the full control effect; nearly all actives have a fitted effect of over 60% in size
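Luminescent ATP detection (Kinase-Glo Plus) follows a 60-minute room-temperature incubation, with wells lacking PGK as controls. Buffer: 100 mM TEA (pH 7.6), 5 mM MgCl2, 0.01% Tween-20. Coupling enzyme GAPDH (100 nM final) supplies unstable 1,3-BPG in-well.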
BAZ2B inh – inhibitors of human BAZ2B bromodomain. AlphaScreen BAZ2B-H3K14Ac peptide displacement. Potency, µM (doses to about 114 µM), inactives show at the highest dose activity change, negative = inhibition, hits mostly inhibitors. hit rate 4.4% among 360,000. AID 504333; note: % is set by controls: 0 for no effect and ±100 for the full control effect; nearly all actives have a fitted effect of over 60% in size
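Multi-concentration screen (max 110 uM) measuring displacement of acetylated histone H3 peptide from BAZ2B by AlphaScreen, using 50 nM protein, 50 nM peptide and 10 ug/mL streptavidin donor plus Ni-chelate acceptor beads.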
G9a inh – G9a (human) methyltransferase inhibition. hit rate 8.8% among 350,000. Q96KQ7. Potency, µM (titrated, usually from 102 µM), for inactives: at the top dose activity, negative = inhibition, actives largely listed as inhibitors. G9a H3K9 monomethylation, AlphaScreen, 2 h; note: % is set by controls: 0 for no effect and ±100 for the full control effect; nearly all actives have a fitted effect of over 75% in size
Target sequence (Q96KQ7 913-1193 limits assumed): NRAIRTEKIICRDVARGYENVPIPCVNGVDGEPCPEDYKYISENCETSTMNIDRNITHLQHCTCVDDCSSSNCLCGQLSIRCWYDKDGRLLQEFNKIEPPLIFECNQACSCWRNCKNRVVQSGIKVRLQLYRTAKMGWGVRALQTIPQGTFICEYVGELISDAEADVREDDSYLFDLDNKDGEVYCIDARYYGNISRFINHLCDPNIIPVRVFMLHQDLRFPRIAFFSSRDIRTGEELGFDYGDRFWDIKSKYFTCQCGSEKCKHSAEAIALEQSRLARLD
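Quantitative HTS format: methyltransferase activity on a biotin-tagged H3K9 peptide is measured by AlphaScreen, using a rabbit anti-monomethyl-H3K9 antibody with streptavidin donor and anti-IgG acceptor beads. Final levels are 20 nM enzyme, 500 nM peptide, 20 uM SAM; 2 h RT.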
HP1b chromo inh – inhibitors of HP1-beta chromodomain binding to methylated histone tails; P83916; AlphaScreen HP1-beta / biotin-H3K9me3 peptide binding; Potency, µM (highest dose often 114 µM), for inactives: at the top dose activity change, negative = inhibition, hits mostly inhibitors; hit rate 0.56% among 390,000; note: nearly all actives have a fitted effect of over 70% in size; inactives centre near 23
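HP1-beta protein (50 nM final) preincubated 30 min at room temperature with biotinylated H3(1-18)K9me3 peptide (50 nM) in PBS pH 7.4, 0.01% Tween-20, then compound added for 30 min. AlphaScreen streptavidin donor/nickel chelate acceptor beads (10 ug/mL final), 30 min dark, luminescence read.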
Pin1 inh – blocks the human prolyl isomerase Pin1; hit rate 0.009% among 390,000; Potency, µM (top dose mostly 115 µM), inactives show at the top dose activity, negative = inhibition, most hits filed as inhibitors; Pin1 FP peptide displacement, HiFluor488, 10 min; Q13526; AID 504891; active = well fitted inhibition curve with a large enough effect in the polarisation, with a control signal flat, not every such curve was filed as active; inconclusive = small, poorly fitted or top-dose-only effect, or effect the other way, or a change in a side signal; inactive = no such curve, though single readings can be large or run the other way; the % refers to the polarisation; note: % is set by controls: 0 for no effect and ±100 for the full control effect
GLS inh – blocks human kidney-isoform glutaminase activity. hit rate 0.21% among 410,000. Potency, µM (top dose mostly 45.5 µM), for the others: top-dose activity change, negative = inhibition, actives largely listed as inhibitors. AID 624170. O94925. GLS enzymatic activity, qHTS titration; note: % is set by controls: 0 for no effect and ±100 for the full control effect
Target sequence (O94925 whole entry, looked up, canonical isoform): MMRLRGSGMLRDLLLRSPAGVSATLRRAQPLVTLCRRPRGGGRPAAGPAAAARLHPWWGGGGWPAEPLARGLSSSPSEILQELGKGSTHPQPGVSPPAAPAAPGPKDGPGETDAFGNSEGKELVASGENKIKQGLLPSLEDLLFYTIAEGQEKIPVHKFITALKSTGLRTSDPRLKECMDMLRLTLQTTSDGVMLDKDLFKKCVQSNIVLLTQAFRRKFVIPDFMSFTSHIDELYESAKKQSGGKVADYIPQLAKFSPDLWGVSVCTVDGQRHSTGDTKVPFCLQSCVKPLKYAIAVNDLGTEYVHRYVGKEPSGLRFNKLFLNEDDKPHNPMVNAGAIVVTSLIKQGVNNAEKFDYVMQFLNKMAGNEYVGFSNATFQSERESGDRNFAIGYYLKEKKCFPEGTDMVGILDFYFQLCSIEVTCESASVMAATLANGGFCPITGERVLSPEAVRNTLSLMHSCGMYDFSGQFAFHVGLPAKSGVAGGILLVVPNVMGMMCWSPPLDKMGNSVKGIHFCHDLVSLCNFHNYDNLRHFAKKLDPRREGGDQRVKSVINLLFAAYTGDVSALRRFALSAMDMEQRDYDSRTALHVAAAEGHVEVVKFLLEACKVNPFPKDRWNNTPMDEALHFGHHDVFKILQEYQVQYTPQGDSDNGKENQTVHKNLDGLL
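Enzyme dispensed in phosphate buffer (45 mM, pH 8.2, 0.02% Tween-20), compounds pinned in, then 1 mM L-glutamine solution and the glutamate oxidase–HRP–Amplex Red mix added; fluorescence read immediately and again after 30 min at room temperature.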
Pol iota inh – DNA polymerase iota (human) inhibition. Q9UNA4. Pol iota fluorescent replication assay, 10 min. Potency, µM (series often up to 115 µM), inactives show at the top dose activity, negative = inhibition, usual class: inhibitors. hit rate 1% among 390,000. AID 588590
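Pol iota at 10 nM preincubated 15 min with compounds at room temperature; reaction started with fluorescent substrate, 50 nM final. Fluorescence read kinetically at 0 and 10 min; buffer-only wells as negative control.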
Numbers without * were called inactive; i = inactive; u = inconclusive; x = not tested or not shown; & = joins results of further samples; [ ] = another dose, or the depositor's remark. Unless noted, calls come from the whole dose curve; as a rule, active = well fitted curve in the direction sought with a large enough effect; inconclusive = small, poorly fitted or top-dose-only effect, or another doubt; inactive = no such curve, though single readings can be large; an effect the other way counts as inactive or inconclusive. Potency is the fitted concentration of half-maximal effect.

SMILES	BLM inh	JMJD2A Tudor	Tb PGK inh	BAZ2B inh	G9a inh	HP1b chromo inh	Pin1 inh	GLS inh	Pol iota inh
Cc1ccc(CN(C(=O)CNC(=O)c2cccs2)C(C(=O)NCC2CCCO2)c2ccccc2)cc1 (centres undefined)	-7%	-10%	-1%	-7%	0%[59 µM]	0%	3%	0%	13%
COC(=O)c1nnn(CC(=O)Nc2cc(Cl)ccc2C)c1C(=O)OC	-1%	4%	i	3%	-19%	52%[activator]	-2%	-3%	11%
CC(=O)c1c(C(C)=O)c(C)n(NC(=O)c2ccncc2)c1C	-4%	-34%	-3%	-21%	12%	24%	1%	u	8%
COC(=O)C1=C(C)N(c2cccc3ccccc23)C(=O)C1	0%	-35%	i	u	u	-3%	-1%	u	15%
O=C(COC(=O)c1cccs1)NCc1ccco1	-16%	35µM*	u	50µM*	u	50µM*	u	-17%	20µM*
O=C(COc1ccc(Br)cc1)Nc1ccccc1C(=O)N1CCOCC1	-2%	-18%	i	-14%	65%[activator]	28%	-6%	3%	25%
O=C(COc1ncnc2ccccc12)N1CCN(S(=O)(=O)c2ccc(Cl)cc2)CC1	-2%	u	-4%	0%	-10%[59 µM]	-9%	-5%	8%	11%
COc1cc(/C=C/C(=O)OCc2c(C)noc2C)ccc1OC(F)F	-8%	12%	2%	3%	4%	61%[activator]	8%	1%	-21%
CCN(CC)CCCC(C)Nc1c2ccc(Cl)cc2nc2ccc(OC)cc12 (centres undefined)	-6%&73%	x	x	-34%	8.4µM*	x	x	x	7.9µM*
COc1ccccc1N(C)S(=O)(=O)c1ccc(C(=O)Nc2ncc(C)s2)cc1	x	-22%	-10%	-5%	-44%[2.33 µM]	19%	-2%	3%	14%
COc1ccc(CCNC(=O)Cn2nnc(-c3cccc(C(F)(F)F)c3)n2)cc1OC	-3%	-8%	0%	-14%	7%[59 µM]	21%	1%	1%	u
Cc1cc(NC(=O)Cn2nc(C)n3cccc3c2=O)ccc1Br	-8%	-12%	3%	-22%	-3%[59 µM]	48%[activator]	55%[activator]	-8%	-3%
CC(C)n1ncc2c(C(=O)N3CCN(Cc4ccc(Br)s4)CC3)cc(C3CC3)nc21	x	-29%	-3%	-30%	u	17%	26%	2%	8%
Cc1nn(C)c(C)c1CN(C(=O)CCc1nnc(Cc2c[nH]c3ccccc23)o1)C(C)C	-4%	-13%	1%	-14%	-31%	32%	-3%	8%	18%
CCOC(=O)CN(C(=O)COC(=O)C1(c2ccccc2)CC1)c1ccc(F)cc1	x	-5%	-13%	6%	-50%	49%	-2%	0%	4%
C=CC[C@H](CC(=O)NCCO)C(=O)N[C@@H](C)COC(=O)[C@H](CC=C)CC(=O)OC(C)(C)C	x	-12%	-4%	x	x	22%	6%	1%	-4%
Cc1c(C)c2cc3c4c(oc3c(C)c2oc1=O)CCCC4	0%	7%	3%	-3%	15%	42%[activator]	4%	3%	11%
O=C(CCc1ccc(Oc2cc([N+](=O)[O-])cc([N+](=O)[O-])c2)cc1)N1CCCCC1	-10%	56µM*	i	25µM*	u	-58%	-1%	-8%	-8%
CSCCC(NC(=O)COc1ccccc1)C(=O)N1CCCCC1 (centres undefined)	-1%	-22%	i	-6%	-8%	0%	-4%	-1%	2%
COc1ccc(CCn2c3c(c(=O)[nH]c2=O)C(NC(=O)c2ccc(Cl)cc2)(C(F)(F)F)C(=O)N3)cc1OC (centres undefined)	0%	-1%	-6%	0%	-1%[59 µM]	31%	48%[activator]	12%	11%
CCCCCCCCCCn1cc(C(C)=O)c(=O)[nH]c1=O	0%	-12%	-7%	4%	-9%	25%	-1%	20%	5%
CCCCOc1ccc(/C=C/C(=O)NC2=Nc3ccccc3NC(C)=C2C(=O)OCC)cc1OC	-13%	-20%	-5%	-10%	0%	9%	u	3%	53%[activator]
CCOc1ccc(NC(=O)c2cn(C)c(=O)c3cc(OC)c(OC)cc23)cc1	-2%	3%	3%	6%	0%[59 µM]	37%[activator]	-3%	2%	23%
O=C(CNC(c1ccccc1)c1ccccc1)Nc1c(F)cccc1F	-5%	3%	-7%	7%	u	35%	u	-1%	8%
CCS(=O)(=O)c1ccc(-c2cccc(NC(=O)COc3ccc(Cl)cc3)c2)nn1	-3%	-3%	2%	-5%[57.1 µM]	43%	22%	-3%	14%	-10%
CN(C)CCCN(C(=O)COc1ccccc1)c1nc2ccc(F)cc2s1	80%[activator]	-10%	4%	x	u	31%	-1%	5%	18%
NC(=S)N/N=C/c1c[nH]c2ccc(OCc3ccccc3)cc12	-13%	u	-2%	35µM*	40µM*	-19%	x	-3%	1%
CC(=O)N=c1sccn1CC(=O)c1ccc([N+](=O)[O-])cc1	-1%	-7%	-2%	-22%	18%	14%	-3%	-1%	18%
CCCOc1ccccc1OCC(=O)Nc1cccc(S(=O)(=O)NC2=NCCC2)c1	x	-10%	11%	15%	-42%	20%	-8%	14%	19%
CC(C)(C)N(Cc1ccccc1)C(=O)COC(=O)C1CC1	x	-5%	0%	x	x	4%	-4%	8%	64%[activator]
O=C1CCCC(=O)N1c1ccc(N2CCOCC2)c([N+](=O)[O-])c1	-1%	5%	-4%	15%	7%	22%	1%	u	69%[activator]
COc1ccc(CCNC(=O)CCCC(=O)n2nc(C)c3ccccc32)cc1OC	2%	-17%	2%	-10%[57.1 µM]	79µM*	30%	0%	1%	12%
O=C(Cn1c(=O)n(-c2ccccc2)c(=O)c2sccc21)NCc1ccccc1	-7%	4%	5%	-4%	18%[59 µM]	27%	10%	-2%	-12%
O=C1NN(c2ccc(F)cc2)C(=O)/C1=C/c1cccs1	-3%	-32%	-16%	-36%	45µM*	-17%	x	95%[activator]	71%[activator]
CC(C)[C@H](NC(=O)NCc1cccs1)C(=O)O	0%	-10%	-2%	3%	-6%	22%	3%	9%	4%
O=C(CNCc1ccco1)Nc1ccc(N2CCCCCC2)cc1	-3%	20µM*	i	28µM*	8.9µM*	40µM*	-9%	3%	54%[activator]
O=C(Nc1ncccc1Cl)C(Sc1ccccc1)c1ccccc1 (centres undefined)	-13%	60%[activator]	-5%	25%	7%[59 µM]	92%[activator]	u	0%	7%
COc1ccc(-n2nc(C(=O)NCCCN3CCOCC3)c3ccccc3c2=O)c(OC)c1	-1%	56µM*	2%	-24%	15%	9%	-5%	-2%	66%[activator]
Cc1ccc(N(CC(=O)NCc2ccc(F)cc2)C(=O)c2csnn2)cc1C	-1%	-9%	-4%	1%	-4%	29%	20%	-2%	31%
O=C(CSc1nnnn1-c1ccc(O)cc1)Nc1cccc(S(=O)(=O)N2CCCC2)c1	-10%	-29%	-3%	-31%	-11%[59 µM]	0%	1%	-20%	3%
COC(=O)c1cc(OC)c(OC)cc1NC(=O)c1cccc(OC)c1OC	-15%	0%	i	-15%	15%[12.7 µM]	53%[activator]	-3%	2%	34%[activator]
COC(=O)c1sc(NC(=O)CC(C)C)c(C(=O)OC)c1C	-5%	-1%	i	-3%	19%	28%	-3%	-9%	-7%
COC(=O)c1ccc(NC(=O)CC2C(=O)N(c3cccc(C)c3)C(=O)N2Cc2ccco2)cc1 (centres undefined)	-6%	-14%	-3%	-25%	-29%[59 µM]	23%	-3%	5%	18%
Cc1sc(NC(=O)CSc2nnnn2C2CCCC2)c(C#N)c1C	-4%	-9%	x	9%	9%	36%	-1%	6%	7%
CS(=O)(=O)N(CC(=O)NCc1ccncc1)c1ccc(Cl)c(Cl)c1	1%	0%	-3%	-31%	7%[12.7 µM]	24%	-10%	0%	15%
CCC(=O)OCC(=O)Nc1ccc2c(c1)OCO2	-2%	-6%[57.1 µM]	-4%	-16%	-19%	18%	-1%	-7%	99%[activator]
O=c1c2ccccc2nc(-c2ccco2)n1CCc1ccc(O)cc1	3%	-27%	x	-18%	u	23%	0%	8%	9%
COc1ccccc1NC(=O)C(C)NS(=O)(=O)c1ccc(F)cc1 (centres undefined)	-5%	9%	-3%	11%	-10%[59 µM]	23%	0%	3%	17%
S=C(NCCc1c[nH]c2ccccc12)NC1CCCC1	5%	-10%	-13%	u	-38%	48%[activator]	2%	-13%	-20%
CCOC(=O)c1ccc(NC(=O)Nc2ccc3c(c2)OCCO3)cc1	-3%	u	-1%	-6%	-7%[59 µM]	-6%	-2%	-4%	-9%
Clc1ccc(-n2nnc(-c3cccnc3Cl)n2)cc1Cl	0%	u	-10%	-30%	u	-6%	-6%	-1%	-17%
CCCCNc1c([N+](=O)[O-])ncn1C	-1%	-10%	-10%	-2%	5%	7%	1%	-12%	7%
O=c1c2ccccc2nc2c3ccccc3c3nncn3n12	2%	-19%	0%	x	19%[59 µM]	23%	-3%	6%	27%
CCOc1cc(Br)ccc1S(=O)(=O)NCc1ccccc1	-2%	3%	-5%	u	17%[2.33 µM]	57%[activator]	3%	5%	6%
O=C(CSc1n[nH]c(-c2ccccc2)n1)Nc1ccc(Br)cn1	-3%	-9%	-13%	2%	u	37%[activator]	4%	-8%	-4%
Cc1cccc(NC(=O)CNC(=O)CN2C(=O)NC3(CCc4ccccc43)C2=O)c1C (centres undefined)	x	-6%	-4%	4%	45µM*	19%	0%	4%	20%
CC(=O)c1ccc(Oc2cnccn2)cc1	-2%	-9%	-5%	0%	43%[activator]	26%	-6%	-2%	72%[activator]
Cc1cc(Cl)c2oc(C(=O)N(CCO)Cc3ccccc3)c(C)c2c1	-7%	-16%	2%	5%	-6%	30%	0%	4%	18%

For convenience, part of the list above:
SMILES	BLM inh	JMJD2A Tudor	Tb PGK inh	BAZ2B inh	G9a inh	HP1b chromo inh	Pin1 inh	GLS inh	Pol iota inh
CC(=O)c1ccc(Oc2cnccn2)cc1	-2%	-9%	-5%	0%	43%[activator]	26%	-6%	-2%	72%[activator]
Cc1cc(Cl)c2oc(C(=O)N(CCO)Cc3ccccc3)c(C)c2c1	-7%	-16%	2%	5%	-6%	30%	0%	4%	18%

The list is partial. The share of hits here may be higher or lower than overall.
